Compound activity (PubChem)
15-hLO-2 inh: inhibitors of human 15-lipoxygenase 2 (ALOX15B). O15296. purified 15hLO-2, xylenol orange hydroperoxide absorbance. Potency, µM (highest dose often 57.1 µM), inactives show at the top dose activity change, negative = inhibition, hits mostly inhibitors. actives 0.56% (n = 110,000); also: potency is read from the fitted curve at half-maximal effect; nearly all actives have a fitted effect of over 60% in size; many of its hits are not listed in these tables
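Purified human 15hLO-2 (50 nM) preincubated 15 min with compound, then 45 uM arachidonic acid for 90 min at RT in 25 mM Hepes pH 7.5, 0.01% Triton X-100. Hydroperoxide detected by Fe-xylenol orange; 573/405 nm absorbance ratio.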
PNC inhibitor: blocks assembly of the perinucleolar compartment | activity change (PNC), negative = inhibition, % at 10 µM | AID 2417 | PC3M PTB-GFP, PNC prevalence imaging, 16 h; active compounds read low | actives 3.1% (n = 140,000);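 active = readout at or below -70, meaning at least 70% loss of cells showing the perinucleolar compartment, a nuclear body marking cancer cells; inconclusive = readout between -30 and a set limit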;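 also: plate controls were DMSO wells for no effect and camptothecin positive control wells for full effect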
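PC3M cells stably expressing PTB-GFP, 750–1000 cells/well, treated 16 h at 37 °C with compound (23 nl of library stock), in duplicate. After paraformaldehyde fixation and Hoechst stain, imaged at 20x; PNC prevalence scored by image analysis.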
IMPase inh: IMPase inhibition in cells; P97697; CHO-M1 cells, IP1 accumulation, HTRF TR-FRET ratio; inhibition (IP1 accumulation), % at 46.1 µM; 120,000 tested, under 10 active; AID 901; active = well fitted curve in the direction sought with a large enough effect in the signal ratio, not every such curve was filed as active; inconclusive = small, poorly fitted or top-dose-only effect, or a change in a side signal; inactive = no such curve, though single readings can be large or run the other way; the % refers to the signal ratio;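 also: cells stimulated with carbachol in lithium chloride buffer; plate controls were DMSO basal wells for no effect and reference inhibitor wells for full effect; higher means more IMPase inhibition seen as more IP1 and lower FRET ratio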
Target sequence (P97697 whole entry, looked up): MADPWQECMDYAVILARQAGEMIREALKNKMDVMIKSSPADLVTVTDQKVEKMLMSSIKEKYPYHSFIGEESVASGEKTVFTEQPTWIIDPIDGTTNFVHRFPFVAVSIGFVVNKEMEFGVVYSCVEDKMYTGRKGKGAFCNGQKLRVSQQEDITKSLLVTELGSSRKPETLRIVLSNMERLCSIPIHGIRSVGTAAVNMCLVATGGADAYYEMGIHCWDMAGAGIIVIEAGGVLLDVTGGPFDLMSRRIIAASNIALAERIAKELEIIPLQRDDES
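Seeded CHO-M1 cells were dosed with compound at up to 46 uM, stimulated with carbachol for 30 min, then lysed in IP-One detection reagents. Higher IP1 lowers the TR-FRET signal.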
12-hLO inh: 12-hLO (ALOX12) enzyme inhibition. AID 1452. purified 12-hLO, xylenol orange hydroperoxide absorbance. Potency, µM (series often up to 57.1 µM), without a hit: at the top dose activity change, negative = inhibition, usual class: inhibitors. P18054. actives 0.12% (n = 150,000); also: potency is read from the fitted curve at half-maximal effect; nearly all actives have a fitted effect of over 55% in size; many of its hits are not listed in these tables
Target sequence (P18054 whole entry, looked up): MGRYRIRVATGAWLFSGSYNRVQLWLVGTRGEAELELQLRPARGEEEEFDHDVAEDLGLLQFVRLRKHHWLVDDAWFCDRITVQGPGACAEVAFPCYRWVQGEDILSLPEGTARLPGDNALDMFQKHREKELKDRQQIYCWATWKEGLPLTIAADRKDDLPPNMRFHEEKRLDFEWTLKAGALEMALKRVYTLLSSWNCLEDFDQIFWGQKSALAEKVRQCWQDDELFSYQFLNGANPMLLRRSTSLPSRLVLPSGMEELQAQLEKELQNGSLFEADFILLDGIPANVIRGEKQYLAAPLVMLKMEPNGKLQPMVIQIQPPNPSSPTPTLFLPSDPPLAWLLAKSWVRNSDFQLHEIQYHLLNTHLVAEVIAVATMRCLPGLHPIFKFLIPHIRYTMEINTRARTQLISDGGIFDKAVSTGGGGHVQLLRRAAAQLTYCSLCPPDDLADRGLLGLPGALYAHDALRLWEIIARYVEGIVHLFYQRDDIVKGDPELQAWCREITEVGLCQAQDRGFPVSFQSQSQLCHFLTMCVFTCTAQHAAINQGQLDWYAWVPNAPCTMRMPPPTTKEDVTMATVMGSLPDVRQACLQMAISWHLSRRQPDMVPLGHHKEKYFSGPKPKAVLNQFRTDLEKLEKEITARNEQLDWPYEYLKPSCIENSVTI
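Purified human 12hLO (150 nM), preincubated 15 min with compound, then 40 uM arachidonic acid for 30 min, room temperature, Hepes pH 7.0 with 0.01% Triton X-100. Hydroperoxide detected by ferrous iron/xylenol orange; 573/405 nm absorbance ratio gives reaction progress.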
Numbers without * were called inactive; u = inconclusive; x = no result given; [ ] = remark or other dose. Unless noted, calls follow the shape of the dose curve; as a rule, active = well fitted curve in the direction sought with a large enough effect; inconclusive = small, poorly fitted or top-dose-only effect, or another doubt; inactive = no such curve, though single readings can be large; an effect the other way counts as inactive or inconclusive. Unless noted, % is scaled to controls: 0 for no effect and ±100 for the full control effect. Not all compounds are listed. The share of hits here may be higher or lower than overall.

Results follow in this order: 15-hLO-2 inh | PNC inhibitor | IMPase inh | 12-hLO inh
1) O=C(NCC(c1cccnc1)N1CCN(c2ccc(F)cc2)CC1)c1ccc(F)cc1 (configuration not stated)
 : 8.7% | -20.7 | -6.5 | -6.7%
2) C=CCOc1c(CNc2ccc(S(N)(=O)=O)cc2)cccc1OC
 : x | -23.3 | 5.8 | -2.1%
3) O=C(CSc1nc2ccccc2n1-c1ccccc1)Nc1ncc(Cl)cc1Cl
 : x | -106.8* | -8.2 | -6.2%
4) O=C(COc1ccccc1)Nc1ccc(S(=O)(=O)NCc2ccco2)cc1
 : -7.0% | u | 7.7 | -4.1%
5) CCn1c(SCC(=O)Nc2cc(NC(C)=O)ccc2OC)nnc1-c1ccccn1
 : x | 14.3 | 2.8 | 10.1%
6) Cc1cc(C)c2cc(CN(CCO)C(=O)Nc3ccc(Cl)cc3)c(=O)[nH]c2c1
 : 13.5% | -9.9 | 10.5 | u
7) COC1CCCCC1Nc1cc(C)cc(C)c1 (configuration not stated)
 : -17.6% | 72.5 | 1.5 | 8.7%
8) O=S(=O)(Cc1ccccc1)N1CCCC1
 : -1.5% | -100.0* | -4.7 | -5.5%
9) CCOC(=O)CSc1nnc(CNC(=O)c2cc(OC)c(OC)c(OC)c2)n1C
 : -3.8% | 6.0 | -22.6 | -2.0%
10) CCOC(=O)c1ccc(-c2ccc(/C=C(\C#N)C(=O)NCc3cccs3)o2)cc1
 : x | u | x | 3.0%
11) CCOCCSC1=C(C#N)C(c2cccs2)C(C(C)=O)=C(C)N1 (configuration not stated)
 : -14.3% | 0.9 | 6.9 | -5.6%
12) CC(C)=CC/C=C1\CCC(C(=O)O)C(C(=O)O)C1 (configuration not stated)
 : 0.8% | u | -1.9 | 1.5%
13) COc1ccccc1CC(=O)Nc1ccc([N+](=O)[O-])cc1OC
 : x | u | x | -2.8%
14) O=C(N/N=C/c1cn(-c2ccccc2)nc1-c1cccs1)c1ccc(Cl)cc1
 : x | -1.9 | x | -8.7%
15) CCCCn1c(NC(=O)c2ccccc2Cl)c(C#N)c2nc3ccccc3nc21
 : -13.2% | 16.8 | -10.2 | -0.5%
16) Cc1ccc(N2C(=O)CSC2c2cccs2)cc1 (configuration not stated)
 : -2.1% | 1.0 | 3.3 | -0.9%
17) COC(=O)c1[nH]nc2c1C(=O)N(Cc1ccccc1)C2=O
 : -9.5% | 26.4 | 12.1 | -3.8%
18) COC(=O)c1cccc(S(=O)(=O)N2CCCC2)c1
 : x | -9.8 | x | -4.7%
19) Cc1ccc(C(=O)Nc2ccccc2C(=O)N2CCOCC2)cc1[N+](=O)[O-]
 : x | u | x | 4.7%
20) CCOC(=O)C1C(C(=O)OCC)C1(c1ccccc1)c1ccccc1 (configuration not stated)
 : x | 1.3 | x | -0.5%
21) Cc1nc2ccccc2nc1OCC(=O)N1CCN(c2ccccc2)CC1
 : -1.8% | u | -0.6 | -3.6%
22) CCC(NC(=O)Nc1ncccc1C)(C(F)(F)F)C(F)(F)F
 : 3.9% | u | 4.5 | -4.0%
23) C[C@@H]1NC(=O)[C@H](CCC(=O)O)NC(=O)c2cc([N+](=O)[O-])cc(F)c2NCCC[C@@H](C(N)=O)NC1=O
 : x | 15.0 | x | -4.0%
24) CN(C)c1nc(N)nc(CSc2nnnn2-c2ccc(C(=O)O)cc2)n1
 : 3.5% | 17.9 | -3.7 | 8.1%
25) CCc1cccc(CC)c1NC(=O)/C(C#N)=C/c1ccccc1C(F)(F)F
 : x | u | 14.3 | -2.4%
26) COCCOc1ccc(C(F)(F)F)cc1NC(=O)c1ccc(C(F)(F)F)cc1
 : x | 11.0 | -8.3 | 1.8%
27) Fc1ccc(-c2nc3n(n2)Cc2ccccc2-3)cc1
 : 3.7% | -28.6 | 4.9 | -3.5%
28) O=C(CSc1ccccn1)Nc1nncs1
 : x | -17.0 | 3.9 | 7.9%
29) Cc1occc1C(=O)Nc1cccc([N+](=O)[O-])c1
 : x | 9.3 | x | -3.4%
30) O=C(CCCNS(=O)(=O)c1cccs1)N1CCN(c2ccc(F)cc2)CC1
 : 4.1% | -15.5 | -6.4 | -2.2%
31) O=C(NNC(=O)c1cccnc1)Nc1cccc(Cl)c1Cl
 : x | u | -3.9 | -2.0%
32) CCc1nc2ccccc2n(CCOCCOCCn2c(=O)c(CC)nc3ccccc32)c1=O
 : -12.0% | u | 3.6 | -0.7%
33) CC(C)C(=O)Nc1nc2c(ncn2C2CC(O)C(CO)O2)c(=O)[nH]1 (configuration not stated)
 : -0.4% | u | -1.1 | -3.8%
34) CCN(CC)CCOC(=O)[C@@H](c1ccccc1)C1CCCCC1
 : 43.4%[activator][25.6 µM] | x | 23.1[20.6 µM] | 4.3%[25.6 µM]
35) CN(c1ccccc1)S(=O)(=O)c1ccc(C(=O)NCC2CCCO2)cc1 (configuration not stated)
 : 1.8% | -6.8 | -2.4 | -2.6%
36) COc1ccccc1N=Nc1nc(-c2ccccc2)c(-c2ccccc2)[nH]1
 : x | -18.2 | -0.5 | -2.5%
37) C/C(=N\NC(=S)Nc1cccc(C)c1)c1cccc(N)c1
 : x | 9.7 | -3.9 | -11.2%
38) CCOC(=O)C1CCCN(c2c(NCCCN(C)c3ccccc3)c(=O)c2=O)C1 (configuration not stated)
 : 3.2% | -9.0 | 11.0 | -1.9%
39) COCc1nnc(NC(=O)CSc2ccccc2)s1
 : 2.4% | 28.0 | -1.2 | -1.5%
40) O=C(NCCCc1ccccc1)Nc1ccccc1
 : x | 53.5 | x | -1.4%
41) Cc1ccc(OCCCCN(C)Cc2ccccc2)c(Br)c1
 : x | u | x | 0.0%
42) Cc1nc2ccccn2c1/C(O)=C1\C(=O)C(=O)N(CCN2CCOCC2)C1c1cccnc1 (configuration not stated)
 : -2.5% | -0.9 | 3.3 | 4.8%
43) Cc1ccc2nc(SCC(=O)Nc3ccc4c(c3)CCC4)[nH]c2c1
 : x | 0.7 | x | 4.8%
44) N#Cc1cccc(NC(=O)CN2NS(=O)(=O)c3ccccc3C2=O)c1
 : 3.6% | 44.9 | -4.8 | -3.7%
45) Cc1ccc(SCCC(=O)N2CCC(C(N)=O)CC2)cc1
 : -2.2% | u | 4.0 | 3.8%
46) Cc1ccc(-n2c(C)cc(C(=O)CSc3n[nH]c(N)n3)c2C)cc1
 : 25.8% | 2.2 | 7.5 | 0.0%
47) CC(C)n1c(SCC(=O)N2c3ccccc3Sc3ccccc32)nc2c1c(=O)n(C)c(=O)n2C
 : -11.2% | 6.1 | -6.6 | 4.0%
48) CCc1ccc(NC(=O)CSc2nnc(SCC(=O)Nc3ccc(CC)cc3)n2N)cc1
 : -7.5% | -17.7 | 0.5 | -4.4%
49) Cc1csc(NC(=O)c2cccc(S(=O)(=O)N3CCCCC3)c2)n1
 : 4.8% | -4.6 | 0.8 | 7.7%
50) O=C(Oc1ccccc1)N1CCC2(CCCN(c3ccccn3)C2)CC1
 : -7.1% | x | x | 0.0%

Entries from the list above that contain a Cl atom:
Results follow in this order: 15-hLO-2 inh | PNC inhibitor | IMPase inh | 12-hLO inh
3) O=C(CSc1nc2ccccc2n1-c1ccccc1)Nc1ncc(Cl)cc1Cl
 : x | -106.8* | -8.2 | -6.2%
6) Cc1cc(C)c2cc(CN(CCO)C(=O)Nc3ccc(Cl)cc3)c(=O)[nH]c2c1
 : 13.5% | -9.9 | 10.5 | u
14) O=C(N/N=C/c1cn(-c2ccccc2)nc1-c1cccs1)c1ccc(Cl)cc1
 : x | -1.9 | x | -8.7%
15) CCCCn1c(NC(=O)c2ccccc2Cl)c(C#N)c2nc3ccccc3nc21
 : -13.2% | 16.8 | -10.2 | -0.5%
31) O=C(NNC(=O)c1cccnc1)Nc1cccc(Cl)c1Cl
 : x | u | -3.9 | -2.0%

The listing continues.
Results follow in this order: 15-hLO-2 inh | PNC inhibitor | IMPase inh | 12-hLO inh
51) C=CCNC(=O)c1cc(Cl)ccc1Cl
 : -0.6% | -9.1 | -20.2 | 4.8%
52) CCOC(=O)C1(C)C=C(Nc2ccc(OCC)cc2)C(=O)N1c1ccccc1 (configuration not stated)
 : x | -3.9 | -7.4 | -0.8%
53) Cc1cc2ccccc2n1CCNC(=O)c1ccc(S(=O)(=O)N2CCOCC2)cc1
 : -5.1% | u | -17.6 | -2.8%
54) N#CC(c1ccccc1)c1ccc(C(=O)c2ccc(F)cc2)cc1 (configuration not stated)
 : -3.0% | 35.7 | 13.0 | -7.7%
55) Cc1ccccc1NC(=O)c1cc(S(=O)(=O)N2CCOCC2)ccc1F
 : -1.7% | 21.2 | 5.5 | -9.2%
56) CS(=O)(=O)N(CC(=O)NCc1cccnc1)Cc1ccc(Cl)cc1
 : 1.1% | 17.9 | 11.9 | -0.8%
57) Cc1nn(C)c(-c2n[nH]c(=S)n2Cc2ccco2)c1Cl
 : x | u | -12.9 | 1.2%
58) COc1cc(CNCCCN2CCOCC2)ccc1OCC(=O)Nc1cccc(C(F)(F)F)c1
 : 13.0% | 81.5 | 7.0 | 7.0%
59) COc1cccc(NC(=O)COC(=O)c2c(F)cccc2F)c1
 : x | 95.2 | x | -4.7%
60) Cc1cccc(NC(=O)CCN2C(=O)C3C4CCC(C4)C3C2=O)c1C (configuration not stated)
 : 3.4% | 17.9 | -4.0 | 4.6%
61) COc1ccc(CN(CCC(c2ccc(F)cc2)C2CCOC(C)(C)C2)C(=O)c2ccco2)cc1 (configuration not stated)
 : x | 10.0 | x | -1.4%
62) Cc1ccc(S(=O)(=O)NCCCC(=O)C=[N+]=[N-])cc1
 : -15.2% | -108.7* | 2.4 | -5.1%
63) COCCCNCC(=O)c1c(N)n(Cc2ccccc2)c(=O)n(C)c1=O
 : -0.3% | -22.4 | 13.3 | -2.8%
64) N#Cc1ccccc1-c1ccc2ncnc(N3CCNCC3)c2c1
 : -0.3% | x | x | -3.8%
65) CCCC(=O)c1c(NC)cc(C)oc1=O
 : 8.6% | 21.2 | 8.4 | -5.6%
66) OCCNCCCCCOc1ccc(F)cc1
 : 2.1% | u | -13.3 | 1.9%
67) Cc1ccc(-n2ncc(N(C)C)c(Cl)c2=O)cc1
 : -4.7% | 54.7 | -1.6 | 3.5%
68) O=C1c2sc3nc4c(c(=O)n3c2C(=O)N1c1ccccc1)CCC4
 : -16.1% | u | 6.5 | -7.7%
69) Cc1ccc(NC(=O)Cn2c(-c3ccc(F)cc3)cnc2SCC(=O)Nc2c(C)cccc2C)cc1
 : x | u | x | 0.0%
70) CC(C)(C)CC(C)(C)c1ccc(OCOCCOCCO)c(Cc2cc(C(C)(C)CC(C)(C)C)cc(Cc3cc(C(C)(C)CC(C)(C)C)ccc3OCOCCOCCO)c2OCOCCOCCO)c1
 : 1.9%[25.6 µM] | x | -5.5[20.6 µM] | 3.1%[25.6 µM]
71) Cc1cc(C)c2nc(C(F)(F)F)nc(NCCCN3CCOCC3)c2c1
 : 13.6% | 37.9 | 8.0 | 9.8%
72) COc1ccc(-n2c(C)c([N+](=O)[O-])c3ccc(O)c(CN4CCCCC4)c32)cc1
 : 13.9% | 3.7 | 11.2 | -4.2%
73) Clc1ccccc1-c1nc(N/N=C/c2cccnc2)c2ccccc2n1
 : -6.6% | u | 2.8 | 0.6%
74) O=C(CN1CCCC1)OCCCc1ccccc1
 : x | -27.9 | x | -0.6%

Whole records, looked up by structure:
Profile of Cc1cc(C)c2nc(C(F)(F)F)nc(NCCCN3CCOCC3)c2c1 = 15-hLO-2 inh = 13.6%; PNC inhibitor = 37.9; IMPase inh = 8.0; 12-hLO inh = 9.8%
Profile of Clc1ccccc1-c1nc(N/N=C/c2cccnc2)c2ccccc2n1 = 15-hLO-2 inh = -6.6%; PNC inhibitor = u; IMPase inh = 2.8; 12-hLO inh = 0.6%
